TcdB inh – blocks C. difficile toxin B glycohydrolase activity; P18177; AID 652162; TcdB glycohydrolase enzymatic assay, plate reader; actives 0.24% (n = 350,000); inhibition, % at 9.99 µM; in the data active = inhibition above about 10%
* marks the source's active call; other numbers are inactive results. Only part of the results is shown (hit frequency here may not be typical).

Compound,TcdB inh
CC=Cc1ccc2n(c1=O)C[C@H]1[C@H](CO)[C@@H](C(=O)NCc3ccc4c(c3)OCO4)[C@@H]2N1C(C)=O (mixture of isomers),-15
OC[C@@H]1[C@@H](c2ccc(-c3ccc(F)cc3)cc2)[C@H]2CN(CCC(F)(F)F)CCCCN12,-0.5
CO[C@@H]1CN(C)C(=O)c2ccc(NC(=O)C3CCC3)cc2OC[C@@H](C)N(CC2CCCCC2)C[C@H]1C,-0.8
CC(C)NC(=O)Nc1ccc2c(c1)C(=O)N([C@H](C)CO)C[C@H](C)[C@H](CN(C)C(=O)Nc1ccc(F)cc1)OCCCC[C@@H](C)O2,-0.4
O=C(Cc1ccccc1)N1CC2(C1)[C@H](c1ccccc1)[C@@H](CO)N2Cc1cccc(Cl)c1,-0.8
O=C(C[C@@H]1C=C[C@@H](NS(=O)(=O)c2ccc(F)cc2)[C@H](CO)O1)NCc1ccc(Cl)c(Cl)c1,0.3
Cc1noc(C)c1NC(=O)N(C)C[C@H]1OCCCC[C@H](C)Oc2ccc(NS(=O)(=O)c3ccccc3)cc2C(=O)N([C@H](C)CO)C[C@@H]1C,-0.4
CO[C@H]1CN(C)C(=O)c2cc(NC(=O)Nc3cc(F)ccc3F)ccc2OC[C@@H](C)N(C(=O)c2cnccn2)C[C@@H]1C,0.5
CO[C@H](CN(C)Cc1nccs1)[C@H](C)CN([C@H](C)CO)S(=O)(=O)c1ccc(C)cc1,-1.0
C[C@@H]1CN([C@H](C)CO)C(=O)c2c(c3ccccc3n2C)-c2ccccc2CO[C@@H]1CN(C)C(=O)Nc1ccc(-c2ccccc2)cc1,-0.5
C[C@H]1CN([C@@H](C)CO)S(=O)(=O)c2ccc(-c3cncnc3)cc2O[C@@H]1CN(C)Cc1ccncc1,0.1
COc1ccc(S(=O)(=O)N(C)C[C@@H]2Oc3ncc(-c4cccc(F)c4)cc3C(=O)N([C@H](C)CO)C[C@@H]2C)cc1,1.1
CN(C)C(=O)C[C@H]1CC[C@H](NC(=O)C2CCOCC2)[C@@H](CO)O1,-1.6
C/C=C/c1cnc2c(c1)C(=O)N([C@H](C)CO)C[C@H](C)[C@@H](CN(C)C(=O)NCCC)O2,-7.1
C[C@@H]1CN([C@H](C)CO)C(=O)c2cc(NC(=O)Nc3cccc4ccccc34)ccc2O[C@H]1CN(C)Cc1ccc(Cl)c(Cl)c1,0.3
CCCNC(=O)[C@H]1[C@H](CO)[C@H]2Cn3c(cccc3=O)[C@H]2N1CCC(F)(F)F,0.0
Cn1cnc(S(=O)(=O)N2C[C@H](O)COC[C@H]3O[C@@H](CC(=O)NC4CCCC4)CC[C@@H]32)c1,-16
CC=Cc1ccc2n(c1=O)C[C@@H]1[C@@H](CO)[C@H](C(=O)NCc3ccccc3)N(CC)[C@H]21 (mixture of isomers),0.0
CCC(=O)N(CC(C)C)C[C@H]1[C@H](c2ccccc2)[C@@H](CO)N1C(=O)C1CCC1,-0.3
C[C@@H]1CN([C@H](C)CO)C(=O)c2cc(NC(=O)Nc3ccccc3)ccc2O[C@@H]1CN(C)S(=O)(=O)c1ccc(Cl)cc1,0.3
C[C@H](CO)N1C[C@H](C)[C@H](CN(C)Cc2ccc3c(c2)OCO3)Oc2ccc(NC(=O)Cc3ccccc3)cc2C1=O,0.1
CCC(=O)N1C[C@@H](C)[C@H](OC)CN(C)C(=O)c2ccc(NC(=O)c3ccc(F)cc3)cc2OC[C@H]1C,0.1
COc1ccc(NC(=O)N(C)C[C@H]2OCCCC[C@H](C)Oc3ccc(NS(=O)(=O)c4ccc(F)cc4)cc3C(=O)N([C@H](C)CO)C[C@@H]2C)cc1,-0.1
Cc1noc(C)c1NC(=O)N(C)C[C@H]1Oc2ccc(NC(=O)Cc3cn(C)c4ccccc34)cc2C(=O)N([C@@H](C)CO)C[C@H]1C,-2.6
COc1ccc2c3c([nH]c2c1)[C@H](CO)N(C(C)=O)CC31CN(C(=O)c2ccc3c(c2)OCO3)C1,0.7
C[C@@H]1CN([C@@H](C)CO)C(=O)Cc2cc(NC(=O)Nc3ccc4c(c3)OCO4)ccc2O[C@H]1CN(C)Cc1ccc(C(=O)O)cc1,-1.6
CC=Cc1ccc2n(c1=O)C[C@H]1[C@H](CO)[C@@H](C(=O)N[C@H](C)c3ccccc3)N(C(=O)c3ccccn3)[C@@H]21 (mixture of isomers),-0.1
N#Cc1cccc(-c2ccc3c(c2)[C@@H]2[C@@H](CCN2C(=O)C2CCCCC2)[C@@H](CO)N3)c1,0.3
Cc1noc(C)c1NC(=O)N[C@H]1CC[C@H](CC(=O)Nc2ccc(-c3ccccc3)cc2)O[C@H]1CO,-6.9
Cc1noc(C)c1NC(=O)Nc1ccc2c(c1)CC(=O)N([C@@H](C)CO)C[C@H](C)[C@@H](CN(C)C(=O)Nc1ccc(F)cc1)O2,-0.1
CC(=O)N(C)C[C@H]1Oc2ncc(C#Cc3ccccc3F)cc2C(=O)N([C@@H](C)CO)C[C@@H]1C,0.4
C[C@H](CO)N1C[C@H](C)[C@@H](CN(C)CC2CCOCC2)Oc2ncc(-c3ccc(F)cc3)cc2C1=O,-1.1
Cc1ccccc1S(=O)(=O)N1[C@H](C#N)[C@@H](c2ccc(-c3ccccc3)cc2)[C@@H]1CO,-0.2
C[C@@H]1CN([C@@H](C)CO)C(=O)c2cc(C3=CCCC3)cnc2O[C@@H]1CN(C)C(=O)CN1CCOCC1,0.7
CO[C@@H]1CN(C)C(=O)c2ccc(NC(=O)Nc3cccc(F)c3)cc2OC[C@@H](C)N(C(=O)Nc2c(C)noc2C)C[C@H]1C,-1.7
O=C(C[C@@H]1C=C[C@@H](NC(=O)c2cccc(F)c2)[C@@H](CO)O1)NCCN1CCCC1,-0.2
Cc1cc(C(=O)Nc2ccc3c(c2)C(=O)N(C)[C@H]2CC[C@H](CC(=O)Nc4ccc(Cl)cc4)O[C@@H]2CO3)no1,-0.9
CNC[C@@H]1Oc2c(NS(=O)(=O)c3ccc(C)cc3)cccc2C(=O)N([C@H](C)CO)C[C@H]1C,-0.2
C[C@H]1CN([C@@H](C)CO)C(=O)c2cc(NC(=O)CCN3CCOCC3)ccc2O[C@@H]1CN(C)C(=O)NC1CCCCC1,-0.8
CO[C@@H]1CN(C)C(=O)c2cc(NS(C)(=O)=O)ccc2OC[C@H](C)N(CCC(F)(F)F)C[C@@H]1C,1.2
O=C(C[C@@H]1C[C@@H]2c3cc(NS(=O)(=O)c4ccccc4)ccc3O[C@@H]2[C@H](CO)O1)NC1CCCCC1,1.1
CCCC(=O)Nc1ccc2c(c1)OC[C@H](C)N(Cc1nccs1)C[C@H](C)[C@@H](OC)CN(C)C2=O,-0.4
COc1ccccc1CNC(=O)C[C@H]1CC[C@H](NC(=O)CC2CC2)[C@H](CO)O1,0.0
C[C@H](CO)N1C[C@H](C)[C@H](CN(C)S(=O)(=O)c2ccc(F)cc2)Oc2ncc(C#CC3CCCCC3)cc2C1=O,-4.6
C/C=C/c1ccc2c(c1)O[C@H](CN(C)C(=O)C1CCCCC1)[C@@H](C)CN([C@H](C)CO)S2(=O)=O,2.5
C[C@H](NC(=O)C[C@@H]1C=C[C@@H](NC(=O)C2CC2)[C@@H](CO)O1)c1ccccc1,-1.5
CCC(=O)N1C[C@H](C)[C@@H](OC)CN(C)C(=O)c2cc(NC(=O)c3ccc(F)cc3)ccc2OC[C@@H]1C,0.0
C[C@H](O)C#Cc1cnc2c(c1)C(=O)N([C@@H](C)CO)C[C@@H](C)[C@@H](CN(C)Cc1cncnc1)O2,-0.9
C[C@H]1CN([C@@H](C)CO)C(=O)c2cc(NC(=O)CCN3CCOCC3)ccc2O[C@H]1CN(C)CC1CCCCC1,1.1
Cc1ccc(S(=O)(=O)Nc2ccc3c(c2)C(=O)N([C@@H](C)CO)C[C@@H](C)[C@@H](CN(C)CC2CCCCC2)O3)cc1,-0.4
COc1cccc(NC(=O)Nc2ccc3c(c2)C(=O)N(C)C[C@H](OC)[C@H](C)CN(C)[C@H](C)CO3)c1,0.3
CNC(=O)C[C@@H]1CC[C@@H]2[C@H](COc3ccc(NC(=O)c4ccc(F)c(F)c4)cc3C(=O)N2C)O1,-5.9
CCC(=O)Nc1ccc2c(c1)C(=O)N(C)C[C@H](OC)[C@H](C)CN(C(=O)c1ccccc1F)[C@H](C)CO2,0.7
C/C=C/c1ccc2c(c1)O[C@@H](CN(C)C(=O)NCCC)[C@@H](C)CN([C@@H](C)CO)S2(=O)=O,0.7
COc1ccc(S(=O)(=O)N(C)C[C@@H]2OCc3ccccc3-c3ccccc3C(=O)N([C@@H](C)CO)C[C@H]2C)cc1,0.9
C[C@@H]1CCCCO[C@H](CN(C)Cc2ccc(C(=O)O)cc2)[C@H](C)CN([C@@H](C)CO)C(=O)c2cc(NC(=O)c3ccncc3)ccc2O1,0.5
O=C(NC[C@H]1CC[C@H]2[C@H](CN2Cc2cc(-c3ccccc3)on2)O1)c1ccc2c(c1)OCO2,-0.3
C[C@H](CO)N1C[C@H](C)[C@@H](CN(C)C(=O)c2cccc(F)c2)Oc2cc(C#CC3CC3)ccc2S1(=O)=O,-0.5
CO[C@@H]1CN(C)C(=O)c2ccc(NC(=O)C3CCC3)cc2OC[C@@H](C)N(C(=O)CN(C)C)C[C@H]1C,-1.5
CC(C)NC(=O)Nc1cccc2c1O[C@H](CN(C)Cc1ccc(C(F)(F)F)cc1)[C@H](C)CN([C@H](C)CO)C2=O,0.2

An excerpt of these results, as labelled records:
COc1ccc(S(=O)(=O)N(C)C[C@@H]2OCc3ccccc3-c3ccccc3C(=O)N([C@@H](C)CO)C[C@H]2C)cc1
  TcdB inh: 0.9
Cc1ccc(S(=O)(=O)Nc2ccc3c(c2)C(=O)N([C@@H](C)CO)C[C@@H](C)[C@@H](CN(C)CC2CCCCC2)O3)cc1
  TcdB inh: -0.4
CNC(=O)C[C@@H]1CC[C@@H]2[C@H](COc3ccc(NC(=O)c4ccc(F)c(F)c4)cc3C(=O)N2C)O1
  TcdB inh: -5.9
C[C@H](NC(=O)C[C@@H]1C=C[C@@H](NC(=O)C2CC2)[C@@H](CO)O1)c1ccccc1
  TcdB inh: -1.5

Carrying on:
Compound,TcdB inh
CC(=O)N(C)C[C@H]1Oc2cc(C#CCC3CCCC3)ccc2S(=O)(=O)N([C@H](C)CO)C[C@H]1C,1.4
C[C@H]1CN([C@@H](C)CO)S(=O)(=O)c2ccc(C3=CCCC3)cc2O[C@@H]1CN(C)Cc1ccncc1,0.6
O=C([C@@H]1[C@@H](CO)[C@@H]2Cn3c(ccc(-c4cccnc4)c3=O)[C@H]1N2CCC(F)(F)F)N1CCCCC1,-0.3
COc1ccc(C#Cc2ccc3c(c2)[C@]2(C(=O)N3)[C@H](c3ccc(OCCO)cc3)N3[C@H](c4ccccc4)[C@H](c4ccccc4)OC(=O)[C@H]3[C@@H]2C(=O)N2CCN(c3ncccn3)CC2)cc1,-5.9
Cc1ccc(S(=O)(=O)N(C)C[C@H]2Oc3ccc(NS(=O)(=O)c4ccc(Cl)cc4)cc3CC(=O)N([C@H](C)CO)C[C@@H]2C)cc1,-1.6
COc1ccc(S(=O)(=O)N(C)C[C@@H]2Oc3ncc(C#CC4(O)CCCC4)cc3C(=O)N([C@H](C)CO)C[C@H]2C)cc1,-5.1
COc1ccc(S(=O)(=O)N(C)C[C@@H]2OCCCC[C@H](C)Oc3ccc(NC(=O)NC(C)C)cc3C(=O)N([C@@H](C)CO)C[C@H]2C)cc1,1.4
CO[C@@H]1CC[C@@H]2CCN(C)C(=O)[C@@H](C)CN(C)C(=O)c3cc(C#N)ccc3OC[C@@H]1O2,0.3
O=C(C[C@@H]1CC[C@@H]2[C@H](COC[C@@H](O)CN2Cc2ccc(Cl)cc2)O1)NCCc1ccccc1,0.6
CN1C(=O)c2cc(NC(=O)c3ccc(F)c(F)c3)ccc2OC[C@H]2O[C@@H](CC(=O)N[C@H]3CCN(Cc4ccccc4)C3)CC[C@H]21,9.0
C[C@H](CO)N1C[C@H](C)[C@H](CN(C)S(=O)(=O)c2ccc(-c3ccccc3)cc2)OCc2cnnn2CCCC1=O,-2.4
COCC(=O)N1CC2(C1)CN(Cc1cccc(Cl)c1)[C@@H](CO)c1[nH]c3cc(OC)ccc3c12,0.6
C[C@@H]1CN([C@@H](C)CO)S(=O)(=O)c2ccc(-c3ccc(F)cc3)cc2O[C@H]1CN(C)Cc1ccccc1C(=O)O,-0.6
Cc1ccc(S(=O)(=O)N2C[C@H](O)COC[C@H]3O[C@H](CC(=O)NCCN4CCCCC4)CC[C@@H]32)cc1,1.2
COCC#Cc1cnc2c(c1)C(=O)N([C@H](C)CO)C[C@@H](C)[C@@H](CN(C)C(=O)CCN1CCCCC1)O2,-0.2
C[C@H](CO)N1C[C@H](C)[C@@H](CN(C)Cc2ccc3c(c2)OCO3)Oc2ccc(NC(=O)CCN3CCOCC3)cc2C1=O,-0.9
CO[C@H]1CN(C)C(=O)c2ccc(NS(=O)(=O)CC(F)(F)F)cc2OC[C@H](C)NC[C@@H]1C,0.4
O=C(Nc1ccccc1)[C@@H]1[C@@H](CO)[C@@H]2Cn3c(cccc3=O)[C@H]1N2C(=O)c1ccccc1,0.3
O=C(N[C@H]1CC[C@@H](CCn2cc(C3(O)CCCC3)nn2)O[C@@H]1CO)C1CCCCC1,-0.9

High-throughput results (PubChem BioAssay)
